Assay outcomes deposited in PubChem by several laboratories.
EP2 mod = EP2 receptor modulators, cAMP readout, primary screen, cell-based, HTRF cAMP, PGE2 stimulation | EP2-expressing cells, cAMP HTRF FRET, PGE2 co-stimulation | Prostaglandin E2 receptor EP2 subtype (Homo sapiens), P43116 | induction, % at 25 µM | 260,000 tested, 0.83% active;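 active = compounds whose cAMP rise, as percent of the full-agonist control response, exceeds 60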;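 note: rat C6 glioma line stably carrying human EP2 under a CMV promoter; the protocol text gives 20 µM as final concentration; 100% = response of wells given 1 µM PGE2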
TRPML3 ag = human TRPML3 channel agonists, primary screen, cell-based, HEK293 TRPML3-YFP, Fluo-8 calcium fluorescence, 3 µM | Mucolipin-3 (Homo sapiens), Q8TDD5 | 100% = the carbachol control signal | activation, % at 3 µM | 220,000 tested, 0.29% active | AID 1448, 2008;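 active = activation above its plate's cutoff, the mean activation of the plate's test wells plus 3 SD, cut at about 12% in these data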;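 note: 0% = DMSO only wells and 100% = carbachol wells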
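Test system: HEK293 cells stably carrying human TRPML3-YFP; Doses: single dose, 3 µM final nominal compound, 0.3% DMSO final; Schedule: dye loading 1 h 37 °C then 30 min ambient, 125 s read; Technique: Fluo-8 calcium fluorescence; Benchmarks: high control carbachol 87 µM, low control DMSO.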
CHOP inhibitor = inhibitors of CHOP promoter induction, primary screen, cell-based, unfolded protein response, luciferase reporter; CHO-K1 CHOP-promoter luciferase, tunicamycin-induced, 15-18 h; inhibition, % at 10 µM; 220,000 tested, 3.8% active; AID 2732, 2010;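 active = compounds that reduced the stress-induced luciferase reporter signal by more than about 70% of percent inhibition, limit read from the data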;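 note: 0% = tunicamycin plus vehicle and 100% = wells without tunicamycin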
NPY1 pot ag = NPY-Y1 receptor potentiators or agonists, primary screen, cell-based | NPY-Y1 expressing cells, potentiator/agonist activation | activation, % at 3.6 µM | Neuropeptide Y receptor type 1 (Homo sapiens), P25929 | 220,000 tested, 0.37% active | AID 1304, 2008; in the data active = activation above about 33%, passing the limit was not always enough;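 note: cells stimulated with NPY at EC10 then isoproterenol at EC100; 0% = low agonist plus stimulus and 100% = saturating agonist plus stimulus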
Target sequence (P25929 whole entry, looked up): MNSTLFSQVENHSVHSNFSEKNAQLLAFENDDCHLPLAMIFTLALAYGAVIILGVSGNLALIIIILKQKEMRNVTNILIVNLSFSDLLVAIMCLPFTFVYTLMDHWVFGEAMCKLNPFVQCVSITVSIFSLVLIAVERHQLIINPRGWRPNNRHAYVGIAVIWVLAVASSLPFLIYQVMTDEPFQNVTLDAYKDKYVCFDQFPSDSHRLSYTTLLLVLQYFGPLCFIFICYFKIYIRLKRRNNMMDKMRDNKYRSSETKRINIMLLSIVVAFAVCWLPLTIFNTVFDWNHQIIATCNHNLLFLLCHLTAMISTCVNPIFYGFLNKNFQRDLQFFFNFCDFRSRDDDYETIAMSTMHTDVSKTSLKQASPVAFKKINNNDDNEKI
S1P4 antagonist = S1P4 receptor antagonists, primary screen, cell-based | S1P4-expressing cells, antagonist mode, reporter read-out | inhibition, % at 4.98 µM | 220,000 tested, 0.26% active | AID 1510, 2009 | Sphingosine 1-phosphate receptor 4 (Homo sapiens), O95977; in the data active = inhibition above about 29%;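 note: 0% = wells stimulated with agonist and 100% = vehicle wells without agonist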
S1P4 ag = S1P4 receptor agonists, primary screen, cell-based; 220,000 tested, 0.35% active; activation, % at 4.98 µM; Sphingosine 1-phosphate receptor 4 (Homo sapiens), O95977; S1P4-expressing cell line, agonist reporter assay; in the data active = activation above about 11%;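 note: 0% = DMSO vehicle and 100% = reference agonist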
NPY-Y2 PAM-ag = NPY-Y2 potentiators or agonists, primary screen, cell-based | activation, % at 3.6 µM | cells expressing NPY-Y2, potentiator/agonist read-out | 220,000 tested, 0.45% active | Neuropeptide Y receptor type 2 (Homo sapiens), P49146; in the data active = activation above about 27%;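 note: cells stimulated with NPY near EC25 plus isoproterenol at EC100; 0% = vehicle plus submaximal agonist and 100% = vehicle plus saturating agonist; some results beyond the cut were filed as inactive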
Target sequence (P49146 whole entry, looked up): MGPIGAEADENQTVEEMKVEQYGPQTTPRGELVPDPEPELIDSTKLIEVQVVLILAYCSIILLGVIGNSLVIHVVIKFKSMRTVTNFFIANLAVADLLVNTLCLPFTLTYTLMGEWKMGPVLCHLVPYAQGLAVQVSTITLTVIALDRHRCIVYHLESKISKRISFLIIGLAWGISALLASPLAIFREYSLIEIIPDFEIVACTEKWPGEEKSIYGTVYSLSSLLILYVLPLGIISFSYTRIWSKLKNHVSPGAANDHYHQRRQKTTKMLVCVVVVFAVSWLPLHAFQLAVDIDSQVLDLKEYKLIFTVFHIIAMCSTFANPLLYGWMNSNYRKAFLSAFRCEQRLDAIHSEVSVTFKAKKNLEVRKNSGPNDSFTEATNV
NPY Y1 blocker = NPY-Y1 receptor antagonists, primary screen, cell-based. 200,000 tested, 1% active. HEK293-CNG Y1 cells, membrane potential fluorescence; NPY at EC95, then isoproterenol. inhibition, % at 3.6 µM. AID 1040, 2008. Neuropeptide Y receptor type 1 (Homo sapiens), P25929;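 active = inhibition above the campaign mean inhibition of all tested compounds plus 3 SD, cut at about 20% in these data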;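 note: 0% = DMSO wells given NPY plus isoproterenol and 100% = isoproterenol alone without NPY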
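material = HEK293 cells with Y1 receptor plus CNG channel | also added = NPY 25 nM then isoproterenol 1 µM plus Ro 20-1724 25 µM | schedule = dye 3 h, compound 60 min room temperature, stimulation 45 min | measured by = membrane potential fluorescence | benchmarks = high control isoproterenol alone, low control NPY with isoproterenol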
TRPN1 ag = zebrafish TRPN1 channel agonists, primary screen, cell-based, HEK293, calcium fluorescence. transient receptor potential cation channel N1 (TRPN1/NompC), Danio rerio. HEK293 zebrafish TRPN1-YFP, Fluo-8 calcium fluorescence; 100% = response to 87 µM carbachol. activation, % at 3 µM. 220,000 tested, 0.18% active;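 active = activation above its plate's cutoff, the mean activation of test wells on that plate plus 3 SD, cut at about 19% in these data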;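 note: 0% = DMSO alone and 100% = 87 µM carbachol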
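Material: zebrafish TRPN1-YFP in HEK293 cells. Doses: one dose of 3 µM, 0.3% DMSO. Incubation: dye 1 h 37 °C plus 30 min RT. Measured by: intracellular calcium fluorescence with Fluo-8.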
Starred values were filed as active, the others as inactive; · = not tested or not shown. No enrichment for hits; 6.5% or so of the library scored in one or more.

SMILES	EP2 mod	TRPML3 ag	CHOP inhibitor	NPY1 pot ag	S1P4 antagonist	S1P4 ag	NPY-Y2 PAM-ag	NPY Y1 blocker	TRPN1 ag
O=C(COC(=O)CNC(=O)c1ccc(F)cc1)Nc1cccc(S(=O)(=O)N2CCCC2)c1	-12.2	1.4	1.4	1.0	-21.1	0.8	0.0	-0.5	2.5
Cc1nn(CC(=O)OC(C)C(=O)Nc2ccccc2[N+](=O)[O-])c(C)c1[N+](=O)[O-] (stereo not drawn)	29.9	0.5	-10.9	-30.4	-7.5	0.7	-0.1	-0.4	0.8
CCOC(=O)C1=C(C)NC(=O)NC1c1c(OCC(=O)N2CCCCC2)ccc2ccccc12 (stereo not drawn)	-26.8	0.5	6.2	10.4	10.3	-1.1	6.0	0.3	1.6
O=C(CCNS(=O)(=O)c1ccc(Br)cc1)NCc1cccs1	-6.7	-0.7	2.4	-16.7	0.6	0.1	-5.2	5.8	-2.4
O=C(O)c1ccc(-c2nnn(Cc3ccccc3F)n2)cc1	-4.4	0.8	-13.4	18.0	3.9	-0.2	-8.8	·	1.1
CC(C)N=C(Nc1ccc(Cl)cc1)c1cccnc1	8.5	0.9	13.9	-11.2	0.4	-0.3	-19.2	-0.8	3.3
CNC(=O)c1ccccc1Sc1ccccc1C#N	-0.9	0.5	-19.1	9.8	5.4	-1.2	1.3	-5.5	-0.3
Cc1ccc(SCC(=O)N2CC(C)OC(C)C2)cc1 (stereo not drawn)	21.3	0.4	29.6	-8.0	-1.1	2.2	-9.2	-5.8	1.4
C(=N\n1cnc2ccccc21)/c1cccnc1	-4.2	0.6	-19.2	-1.3	-22.4	2.6	-5.8	-0.4	-1.1
c1ccc2c(c1)CCCN2Cc1nnc2n1CCCCC2	-52.7	0.8	-7.0	26.6	4.2	-1.1	24.2	1.8	-0.3
FC(F)(F)c1ccc(NC(=S)NCc2ccccc2)cc1	-36.7	3.0	64.5	16.5	-3.9	-0.3	2.7	-0.6	7.8
CCOC(=O)c1cc2nc(-c3ccco3)cc(C(F)(F)F)n2n1	10.8	0.3	26.5	1.6	-5.3	0.7	5.5	2.4	-0.8
Oc1cccc(/C=N/N2CCN(c3ccccn3)CC2)c1	-10.9	0.1	6.6	20.8	22.1	1.2	2.6	·	1.4
COC(=O)c1[nH]c2cc(C)ccc2c1NC(=O)CN1CCN(c2ccccc2OC)CC1	-10.3	0.2	28.3	7.3	11.0	-1.8	-1.9	-0.7	0.5
N#Cc1ccc(Sc2nc3ccccc3[nH]2)cc1C#N	-24.3	-0.5	16.3	-5.2	2.9	0.9	1.1	-2.8	0.8
O=C(CN1CCCC1)Nc1ccc(Cl)cc1C(F)(F)F	17.3	-0.8	6.5	-21.9	-2.1	2.0	-11.6	0.8	0.3
O=C(/C=C/c1ccc(Cl)c([N+](=O)[O-])c1)Nc1ccc(N2CCCC2)c(Cl)c1	-4.7	0.8	96.0*	14.6	-7.2	-0.9	9.3	0.4	-1.9
CN1CCN(c2ccccc2NC(=O)c2ccc(Br)o2)CC1	-9.7	0.0	3.1	-20.3	-11.6	-1.8	6.1	8.4	0.1
Cc1ccc2cccc(OCc3ccccc3)c2n1	5.0	-0.6	13.6	-2.6	-7.8	-2.4	-6.7	·	0.1
CC(C)NC(=O)CN(C(=O)CCC(=O)Nc1ccccn1)c1ccc(F)c(Cl)c1	11.6	1.3	43.3	4.0	1.4	0.3	6.5	-1.0	1.0
O=C(Cc1ccccc1)Nn1cnc2ccccc21	-7.3	0.4	25.1	3.4	11.0	-1.1	-7.1	3.3	0.5
CCn1c(C)[n+](CCOCC[n+]2c(C)n(CC)c3cc(Cl)c(Cl)cc32)c2cc(Cl)c(Cl)cc21	31.9	0.2	3.7	6.3	-7.5	2.5	1.1	5.6	0.4
COc1ccc(-c2[nH]c(-c3cccc(OC)c3)nc2SCC(=O)NCc2ccco2)cc1	-9.4	-0.3	33.3	-35.4	1.8	1.9	-13.3	7.8	-0.3
Cc1ccc(C)c(C2NC(=O)c3ccccc3N2)c1 (stereo not drawn)	18.1	-0.5	0.2	31.6	10.2	-0.5	-26.3	·	1.7

Whole records as entered above:
`O=C(/C=C/c1ccc(Cl)c([N+](=O)[O-])c1)Nc1ccc(N2CCCC2)c(Cl)c1` across the screens: EP2 mod: -4.7; TRPML3 ag: 0.8; CHOP inhibitor: 96.0*; NPY1 pot ag: 14.6; S1P4 antagonist: -7.2; S1P4 ag: -0.9; NPY-Y2 PAM-ag: 9.3; NPY Y1 blocker: 0.4; TRPN1 ag: -1.9
`CN1CCN(c2ccccc2NC(=O)c2ccc(Br)o2)CC1` across the screens: EP2 mod: -9.7; TRPML3 ag: 0.0; CHOP inhibitor: 3.1; NPY1 pot ag: -20.3; S1P4 antagonist: -11.6; S1P4 ag: -1.8; NPY-Y2 PAM-ag: 6.1; NPY Y1 blocker: 8.4; TRPN1 ag: 0.1

Further results.
SMILES	EP2 mod	TRPML3 ag	CHOP inhibitor	NPY1 pot ag	S1P4 antagonist	S1P4 ag	NPY-Y2 PAM-ag	NPY Y1 blocker	TRPN1 ag
CN(C)c1ccc(NC(=O)CSc2nc3ccccc3c(=O)n2C2CCCCC2)cc1	6.6	0.7	32.4	15.7	-6.1	2.8	-5.5	-10.0	1.2
Cc1nc(C(=O)NNC(=O)Nc2ccccc2)cs1	10.9	0.5	1.7	10.5	-3.6	0.1	6.3	·	2.0
CC1(C)NC(=O)N(CC(=O)OCC(=O)Nc2cccc(S(N)(=O)=O)c2)C1=O	31.6	0.7	-5.8	-9.9	1.4	0.9	-7.3	-0.6	1.4
COc1ccc([C@H]2[C@H](C(=O)OC(C)(C)C)N3N=Cc4ccccc4C3C23C(=O)c2ccccc2C3=O)c(OC)c1 (stereo partly drawn)	-3.5	0.3	37.9	0.1	-2.5	-0.7	16.1	-1.1	0.3
CCC(C)C1C(C#N)=C(N)Oc2n[nH]c(C)c21 (stereo not drawn)	2.9	0.1	20.6	9.1	-1.2	2.6	11.5	-2.9	1.5
O=C(Nc1ccc(-c2cn3ccsc3n2)cc1)C1CCCC1	-55.9	0.6	-25.9	-10.2	-25.8	1.5	5.4	-5.2	1.0
COCCNC(=S)N/N=C/c1ccc(OCc2ccc(C(=O)OC)cc2)c(OC)c1	-4.2	0.7	-28.2	6.4	0.2	0.8	-10.6	4.4	1.5
COc1cccc(C(=O)C2CCCN(Cc3cccc(-n4nc(C)cc4C)c3)C2)c1 (stereo not drawn)	20.8	-1.0	18.1	-30.8	-13.9	0.3	-39.1	16.5	-0.9
O=c1c2ccccc2oc2nc(-c3cccs3)n(CCc3ccccc3)c(=O)c12	0.9	1.2	-26.0	-18.3	-2.5	-1.5	-6.1	1.1	-0.3
Cc1cc2cccc(C)c2nc1SCC(=O)NNC(=O)c1ccco1	-12.3	0.5	23.7	-14.8	-15.7	0.4	-21.7	4.8	-1.9
CC(=O)Nc1ccc(NC(=O)C/C(C)=N/NC(=O)C(=O)Nc2ccc(C)c(Cl)c2)cc1	22.2	1.0	87.2*	0.6	16.2	0.7	10.7	·	0.1
COc1ccc2[nH]c3c(=O)n(Cc4ccc(C(=O)N5CCCCCC5)cc4)c(=S)[nH]c3c2c1	3.7	-0.3	-37.5	-1.3	6.1	-2.1	-1.7	0.3	-0.6
CCCCCCN1C=CC=C/C1=C\C=C(C#N)C#N	3.8	5.1	22.3	-3.1	7.1	-0.7	-27.4	·	8.7
Cc1nn(-c2ccc(Cl)cc2)c(N)c1C(O)(CSc1nccn1C)C(F)(F)F (stereo not drawn)	-23.3	0.4	38.9	-5.7	1.1	-1.4	-1.6	0.4	2.2
COc1ccnc(N=CNOCc2ccc(Cl)cc2)c1C#N	36.1	1.1	20.1	4.9	-7.6	-2.1	-15.6	·	1.3
COc1ccc(C(=O)c2sc3nc(C)cc(-c4cccs4)c3c2N)cc1	13.4	1.2	34.7	-3.8	4.1	-0.6	4.4	-4.4	2.8
O=C(Nc1ccc(F)cc1F)c1sccc1SCc1cccc(C(F)(F)F)c1	60.3	0.4	31.2	-32.1	-6.9	0.3	-21.8	47.7*	1.3
CCOC(=O)c1c(NC(=O)COc2ncnc3sccc23)sc2c1CCC2	34.7	-0.4	3.4	28.5	-8.2	-1.2	12.5	-12.6	-1.4
O=C(Nc1ccc(/C=C/c2nc3ccccc3o2)cc1)c1cccc(C(F)(F)F)c1	5.6	-0.6	92.9*	4.4	-15.2	1.5	6.7	3.3	0.1
CC1CCN(c2ccc(C(=O)OCC(=O)NCCN3C(=O)CSC3=O)cc2[N+](=O)[O-])CC1	-42.5	1.2	8.9	-5.7	-8.1	1.3	-2.7	3.1	1.2
COc1ccc(NS(=O)(=O)c2ccc(Cl)c(C(=O)O)c2)cc1S(=O)(=O)N1CCCCC1	15.1	1.0	0.1	23.7	-11.9	2.3	14.0	-2.9	2.7
O=C(Cn1nc(Cc2ccncc2)c2ccccc2c1=O)N1CCN(C(=O)c2ccco2)CC1	20.8	0.2	12.1	2.8	-4.1	-1.8	-4.0	-2.2	1.8
O=C(N/N=C/c1ccc2c(c1)OCO2)c1ccc2c(c1)OCCO2	-4.6	0.7	-3.7	-5.9	-1.4	-0.3	-23.3	8.1	0.7
O=C(NC1CCCC1)C(c1ccncc1)N(CCCN1CCOCC1)C(=O)c1ccc(-c2ccccc2)[nH]1 (stereo not drawn)	10.4	0.2	-27.0	12.5	-16.4	2.5	-3.4	-1.2	0.5
Cc1ccccc1CC(=O)N1CCCC(CCC(=O)N2CCN(c3ccccn3)CC2)C1 (stereo not drawn)	-4.5	1.3	-6.6	-19.9	-10.5	0.0	-20.1	5.7	2.3
Oc1ccc(N=Nc2n[nH]c(-c3ccccc3)n2)cc1	-6.5	-0.6	-1.1	14.7	-5.5	-0.8	10.9	-2.2	0.1
CCOc1ccc(NC(=S)N=Nc2c(O)[nH]c3ccccc23)cc1	-81.6	-0.6	34.9	27.9	-9.8	0.6	26.9	-3.1	-3.2
Cc1cccc(NC(=O)NCc2ccc3[nH]c(C)cc3c2)c1	-48.7	-0.2	-1.3	23.6	-2.7	-0.2	1.0	-6.1	-0.4
Cc1nonc1OCC(C)(COc1nonc1C)NC(=O)c1ccc(Cl)cc1	19.2	-0.6	-9.3	-6.9	9.6	0.9	0.4	8.4	-2.0
O=C(NNC(=O)c1cccc(Br)c1)C(=O)N1CCCCC1	18.3	-0.3	-15.6	-4.5	0.4	1.2	2.4	3.4	-2.1
